High-throughput results deposited in PubChem BioAssay by National Center for Advancing Translational Sciences (NCATS).
GLS inh = inhibitors of human glutaminase (GLS). O94925. GLS enzymatic activity, qHTS titration. Potency, µM (doses to about 45.5 µM), without a hit: top-dose activity change, negative = inhibition, usual class: inhibitors. 410,000 compounds, 0.21% hits. AID 624170; further: potency means the concentration at half of the fitted maximal effect; on the % scale 0 is the no-effect control and ±100 the full control effect
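hKGA; 45 mM KH2PO4 pH 8.2 + 0.02% Tween-20; cpd via pin tool; 1 mM Gln soln; GluOx/HRP/Amplex Red; RT 30 min; fluor. t0 & final.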
PI4K2A inh = blocks human PI4K2A kinase activity; purified PI4K2A, ADP-Glo luminescence, 1 h; stronger effect = lower value; 420,000 compounds, 0.13% hits; activity change, negative = inhibition, % at 76.9 µM; AID 1346378; in the data active means activity change below about -50%; inconclusive means mostly about -30% to -49%;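 further: -100% = wells without enzyme as full effect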
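ADP-Glo luminescence measured ADP generated by PI4K2A enzyme (4 ug/mL before mixing) with 1.2 mM PI substrate (pre-mix) and 300 microM ATP (pre-mix). Tris pH7.5 buffer with MgCl2, Triton X-100; 1 h reaction at ambient temperature.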
BAZ2B block = inhibitors of human BAZ2B bromodomain; 360,000 compounds, 4.4% hits; AlphaScreen BAZ2B-H3K14Ac peptide displacement; Q9UIF8; AID 504333; Potency, µM (series often up to 114 µM), for the others: at the top dose activity change, negative = inhibition, actives largely listed as inhibitors; further: potency means the concentration at half of the fitted maximal effect; on the % scale 0 is the no-effect control and ±100 the full control effect; nearly all actives have a fitted effect of over 60% in size
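Inhibition is scored as reduced AlphaScreen emission. The BAZ2B/b-H3(5-23)K14Ac complex (50 nM each) in PBS pH 7.4, 0.01% Tween-20 meets compound (up to 110 uM) for 30 min at RT before bead addition.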
G9a inh = inhibitors of human histone lysine methyltransferase G9a. G9a H3K9 monomethylation, AlphaScreen, 2 h. 350,000 compounds, 8.8% hits. Q96KQ7. Potency, µM (titrated, usually from 102 µM), inactives show at the highest dose activity, negative = inhibition, hits mostly inhibitors; further: potency means the concentration at half of the fitted maximal effect; on the % scale 0 is the no-effect control and ±100 the full control effect; nearly all actives have a fitted effect of over 75% in size
Target sequence (Q96KQ7 913-1193 limits assumed): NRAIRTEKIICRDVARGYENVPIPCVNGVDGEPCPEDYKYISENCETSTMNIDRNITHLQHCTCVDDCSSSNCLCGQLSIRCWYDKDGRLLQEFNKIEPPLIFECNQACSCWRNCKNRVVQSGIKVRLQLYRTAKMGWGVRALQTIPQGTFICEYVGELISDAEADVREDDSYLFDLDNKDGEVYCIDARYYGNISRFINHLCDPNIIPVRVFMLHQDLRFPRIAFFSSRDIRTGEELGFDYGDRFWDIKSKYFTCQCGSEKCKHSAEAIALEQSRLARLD
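AlphaScreen detection with an anti-monomethyl H3K9 antibody quantified product after a 2 h room-temperature reaction containing 500 nM biotinylated H3K9 peptide, 20 µM SAM and 20 nM enzyme, which had been preincubated 15 min with compound.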
Pol eta inh = inhibitors of human DNA polymerase eta; Q9Y253; recombinant Pol eta, fluorescent DNA replication assay; Potency, µM (highest dose often 114 µM), for the others: at the highest dose activity change, negative = inhibition, actives largely listed as inhibitors; 390,000 compounds, 1.2% hits; AID 588591; further: potency means the concentration at half of the fitted maximal effect; on the % scale 0 is the no-effect control and ±100 the full control effect
Target sequence (Q9Y253 whole entry, looked up): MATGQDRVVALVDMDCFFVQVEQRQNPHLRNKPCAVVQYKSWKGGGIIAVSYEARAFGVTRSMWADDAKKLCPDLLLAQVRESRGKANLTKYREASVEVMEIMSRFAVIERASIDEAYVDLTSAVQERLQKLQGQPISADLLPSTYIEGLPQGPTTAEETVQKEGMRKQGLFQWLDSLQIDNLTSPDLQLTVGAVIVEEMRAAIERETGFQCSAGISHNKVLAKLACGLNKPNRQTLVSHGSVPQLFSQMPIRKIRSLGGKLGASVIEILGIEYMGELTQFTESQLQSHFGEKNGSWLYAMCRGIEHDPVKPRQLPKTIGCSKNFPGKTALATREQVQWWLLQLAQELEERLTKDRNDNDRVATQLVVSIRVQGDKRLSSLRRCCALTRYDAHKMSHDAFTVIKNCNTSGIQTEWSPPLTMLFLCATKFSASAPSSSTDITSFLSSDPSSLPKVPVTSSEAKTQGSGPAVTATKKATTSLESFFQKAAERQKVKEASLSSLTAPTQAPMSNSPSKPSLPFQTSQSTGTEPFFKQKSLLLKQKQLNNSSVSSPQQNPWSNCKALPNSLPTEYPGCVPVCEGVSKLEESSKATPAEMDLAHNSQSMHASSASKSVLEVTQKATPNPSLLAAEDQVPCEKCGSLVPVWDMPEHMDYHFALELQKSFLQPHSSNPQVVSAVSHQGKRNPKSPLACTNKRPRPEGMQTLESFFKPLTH
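Fluorescent replication assay: 50 nM final substrate added after a 15 min room-temperature compound preincubation with 10 nM enzyme. Signal taken at 0 min and again at 10 min.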
Pin1 inhibitor = inhibitors of human Pin1 | Pin1 FP peptide displacement, HiFluor488, 10 min | Potency, µM (doses to about 115 µM), for inactives: at the top dose activity, negative = inhibition, actives largely listed as inhibitors | 390,000 compounds, 0.009% hits | AID 504891; active means well fitted inhibition curve with a large enough effect in the polarisation, with a control signal flat, not every such curve was filed as active; inconclusive means small, poorly fitted or top-dose-only effect, or effect the other way, or a change in a side signal; inactive means no such curve, though single readings can be large or run the other way; the % refers to the polarisation; further: potency means the concentration at half of the fitted maximal effect; on the % scale 0 is the no-effect control and ±100 the full control effect
Tb PGK inh = T. brucei PGK inhibition. PGK/GAPDH coupled, Kinase-Glo luminescence, 60 min. Potency, µM (series often up to 57.5 µM), without a hit: top-dose activity change, negative = inhibition, usual class: inhibitors. 380,000 compounds, 0.043% hits. AID 602233. P07378; further: potency means the concentration at half of the fitted maximal effect; on the % scale 0 is the no-effect control and ±100 the full control effect; nearly all actives have a fitted effect of over 60% in size
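Recombinant glycosomal PGK reaction used 1,3-bisphosphoglycerate generated in-well by GAPDH (100nM final) in 100mM TEA pH 7.6, 5mM MgCl2, 0.01% Tween-20. After 60 minutes at room temperature, ATP was read by Kinase-Glo Plus luminescence end-point.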
HP1b chromo inh = inhibitors of HP1-beta chromodomain binding to methylated histone tails. P83916. AID 540317. Potency, µM (top dose mostly 114 µM), without a hit: at the top dose activity change, negative = inhibition, usual class: inhibitors. AlphaScreen HP1-beta / biotin-H3K9me3 peptide binding. 390,000 compounds, 0.56% hits; further: potency means the concentration at half of the fitted maximal effect; nearly all actives have a fitted effect of over 70% in size; inactives centre near 23
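AlphaScreen: HP1-beta (50 nM) preformed 30 min with biotin-H3(1-18)K9me3 peptide (50 nM) in PBS pH 7.4, 0.01% Tween-20. Compound added for 30 min at RT, then streptavidin donor/nickel chelate acceptor beads (10 ug/mL) for 30 min.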
JMJD2A Tudor inh = JMJD2A Tudor domain (human) inhibition. 390,000 compounds, 4.4% hits. AlphaScreen JMJD2A-Tudor / H3K4me3 peptide binding. Potency, µM (doses to about 114 µM), for inactives: at the highest dose activity change, negative = inhibition, most hits filed as inhibitors; further: potency means the concentration at half of the fitted maximal effect; on the % scale 0 is the no-effect control and ±100 the full control effect; nearly all actives have a fitted effect of over 50% in size
Numbers without * were called inactive; i = inactive; ? = inconclusive; · = no result given; [ ] = dose if it differs, or a comment. Unless noted, the call rests on the fitted dose curve; in most records, active means well fitted curve in the direction sought with a large enough effect; inconclusive means small, poorly fitted or top-dose-only effect, or another doubt; inactive means no such curve, though single readings can be large; an effect the other way counts as inactive or inconclusive.

smiles | GLS inh | PI4K2A inh | BAZ2B block | G9a inh | Pol eta inh | Pin1 inhibitor | Tb PGK inh | HP1b chromo inh | JMJD2A Tudor inh
COc1ccc(-n2nc(C(=O)NCC(=O)Nc3cc(OC)c(OC)c(OC)c3)c3ccccc3c2=O)cc1OC | 6% | -3 | 0% | 23% | -14% | 18% | 9% | 16% | 1%
COc1ccccc1-c1noc2c1C(=O)NCC2 | -1% | -3 | · | · | -15% | · | -2% | · | ·
O=C(Cn1cc([N+](=O)[O-])ccc1=O)N1CCc2ccccc21 | 4% | -2 | · | · | -3% | 2% | -8% | 20% | -10%
CCCCc1cc(=O)oc2c(CN3CCN(C)CC3)c(O)ccc12 | 24% | -8 | 2% | ? | -8% | -6% | -4% | 25% | -23%
COc1ccc(Nc2nc(N)nc(CSCCO)n2)cc1 | 5% | -8 | 5% | -6% | -8% | 6% | 2% | 54%[activator] | -3%
CCOc1ccc(N=Cc2c(O)cc(C)oc2=O)cc1 | 4% | -7 | -4% | -35% | -7% | 8% | -1% | 38% | -21%
CCCCC(=O)NC(=S)Nc1cc([N+](=O)[O-])ccc1OC | 1% | -1 | -15% | 4%[12.7 µM] | -4% | 0% | -3% | 36% | -6%
CC(NC(=O)c1ccc(C(C)(C)C)cc1)C(c1cccs1)N1CCOCC1 (centres undefined) | 4% | 5 | -1% | 94%[activator] | -12% | -8% | -2% | 31% | -28%
CCn1c(SCC(=O)NCc2ccccc2)nc2c(c1=O)SC(C)C2 (centres undefined) | 1% | -1 | 0% | -3%[59 µM] | -18% | 0% | -5% | 35% | -9%
COc1cc(C(C)=O)ccc1OCc1nnc(-c2ccccc2Br)o1 | -1% | -3 | -6% | 11% | -20% | -1% | 8% | 54%[activator] | -5%
CSCC(=O)N1CCC(CCC(=O)NC2CC2)CC1 | -15% | -1 | 0% | 24% | -4% | 2% | -5% | 53%[activator] | 1%
Cc1ccc(NC(=O)C(=O)NCC(c2ccc3c(c2)OCO3)N2CCN(C)CC2)cc1C (centres undefined) | 2% | 0 | -1% | 3%[59 µM] | -15% | 2% | 7% | 11%[57 µM] | -11%
COc1ccc(OC)c(C(=O)Nc2ccc3[nH]ccc3c2)c1 | -2% | -3 | · | · | -9% | -3% | -1% | -9% | -22%
CC(C)Oc1ccc(CNC(=O)Cn2c(=O)c3cccn3c3cccnc32)cc1 | -9% | 6 | 0% | 18% | -1% | 9% | -3% | 66%[activator] | -4%
Cc1cc(C(F)(F)F)c2c(C)nn(-c3ccccc3)c2n1 | -4% | 3 | · | · | -12% | -11% | i | 144%[activator] | 113%[activator]
Cc1ccc2c(=O)cc(C(=O)Nc3ccc(S(=O)(=O)N4CCCCC4)cc3)oc2c1 | -1% | -3 | -6% | -17%[59 µM] | -3% | 5% | -7% | 16% | -17%
CC1=C(C(=O)OC2CCCCC2)C(c2cccc([N+](=O)[O-])c2)NC(=O)N1 (centres undefined) | -3% | -2 | -6% | -4% | -9% | -7% | -1% | 11% | -24%
CC1CN(C(=O)N2CCC(C(=O)NCc3cccs3)CC2)c2ccccc2O1 (centres undefined) | -5% | -1 | -2% | 5%[59 µM] | -19% | -3% | -12% | 43%[activator] | 0%
CCS(=O)(=O)c1ccc2c(c1)N(S(=O)(=O)c1ccccc1)CC(C(=O)O)O2 (centres undefined) | 1% | -5 | -6% | -11%[59 µM] | -9% | -11% | -4% | 60%[activator] | -13%[57.1 µM]
Cc1cc(C)n(CC(=O)Nc2ccc(F)c(F)c2)c(=O)c1C#N | 11% | 0 | -8% | 17%[59 µM] | -10% | -2% | i | 15% | -10%

Three entries from above, sorted by the number in JMJD2A Tudor inh, highest first:
smiles | GLS inh | PI4K2A inh | BAZ2B block | G9a inh | Pol eta inh | Pin1 inhibitor | Tb PGK inh | HP1b chromo inh | JMJD2A Tudor inh
COc1ccc(Nc2nc(N)nc(CSCCO)n2)cc1 | 5% | -8 | 5% | -6% | -8% | 6% | 2% | 54%[activator] | -3%
Cc1cc(C)n(CC(=O)Nc2ccc(F)c(F)c2)c(=O)c1C#N | 11% | 0 | -8% | 17%[59 µM] | -10% | -2% | i | 15% | -10%
COc1ccc(OC)c(C(=O)Nc2ccc3[nH]ccc3c2)c1 | -2% | -3 | · | · | -9% | -3% | -1% | -9% | -22%

More structures.
smiles | GLS inh | PI4K2A inh | BAZ2B block | G9a inh | Pol eta inh | Pin1 inhibitor | Tb PGK inh | HP1b chromo inh | JMJD2A Tudor inh
COCc1cccc(N2C(=O)CC(C3C=C(C)C4C(=O)N(c5cccc(COC)c5)C(=O)C4C3)C2=O)c1 (centres undefined) | 9% | 1 | -14% | 17%[59 µM] | -10% | 1% | -5% | 46%[activator] | -2%
Oc1ccccc1CNc1cnc2ccccc2c1 | -1% | 8 | 10% | 1%[59 µM] | -14% | -7% | -1% | 27% | -1%
c1ccc2c(CCN3CCNC[C@H]3Cc3cccc4ccccc34)cccc2c1 | -9% | 4 | · | · | -17% | 5% | -7% | -33% | 56µM*
Cc1ccc(C)c(NC(=O)C2CCN(C(=O)c3cccs3)CC2)c1 | -4% | 3 | 5% | 10% | -4% | 4% | -4% | 22% | 5%
Nc1ccn(CC(=O)NCc2ccccn2)c(=O)n1 | 0% | 0 | -3% | -4%[0.501 µM] | -4% | -2% | -3% | 32% | -1%
COc1cc(C2=NOC(C(=O)NCc3cccs3)C2)cc(OC)c1OC (centres undefined) | 0% | 1 | -5% | 18% | 7% | -13% | i | 10% | 8%
C/C(=N\NC(=O)c1ccc(Cn2cc([N+](=O)[O-])cn2)o1)c1cccc(NC(=O)c2cccnc2)c1 | 5% | 3 | -4% | -2% | -18% | 0% | 5% | 26% | -9%
Cc1ccc(Nc2nc(C)cc(C)c2C#N)c(C)c1 | -1% | 4 | · | · | -18% | · | -7% | · | ·
NS(=O)(=O)c1ccc(S(=O)(=O)NCCc2ccccc2)cc1 | -3% | 1 | 2% | -12%[59 µM] | -16% | -1% | -10% | 13% | -10%
CCOc1ccc(-n2nnc3c(=O)n(CC(=O)c4ccccc4)cnc32)cc1 | 2% | -1 | 1% | 1% | -16% | 11% | 4% | 40%[activator] | -3%
Cc1csc(=O)n1CCC(=O)N(C)Cc1c(F)cccc1Cl | -2% | 12 | · | · | -19% | -6% | 4% | 12% | -12%
C/C(=N\NC(=O)Cn1nc(C)cc1C)c1ccc([N+](=O)[O-])cc1 | -3% | -3 | -13% | -25% | 0% | -3% | i | 25% | -11%
COc1cc(-c2cc(-c3ccc(O)cc3)nc(N)c2C#N)ccc1O | 10% | 1 | ? | 1% | -12% | 5% | -6% | 33% | -20%
CC(=O)Oc1ccc(C(=O)Nc2ccc3c(c2)C(=O)N(CCC(=O)O)C3=O)cc1 | 0% | 5 | ? | ? | -12% | 0% | 1% | 16% | ?
O=[N+]([O-])c1cc(S(=O)(=O)NCCN2CCOCC2)ccc1Cl | 0% | 8 | 5% | 25% | -2% | -3% | i | -15% | -10%
COc1cc(/C=C/C(=O)N2CCOCC2)ccc1OCc1ccccc1 | 3% | -4 | 11% | 11%[59 µM] | -4% | -1% | -10% | 17% | -1%
CCCc1nn2c(=O)cc(COC(=O)c3cccs3)nc2s1 | -10% | -13 | -28% | 20%[59 µM] | -2% | 0% | 2% | -2% | -12%
Cc1cc(OC(=O)c2cc(F)c(F)cc2Cl)nc(C)n1 | 4% | -2 | 6% | · | -14% | -1% | 1% | 28% | -11%
CC(=O)c1cccc(N(C(=O)c2ccco2)C(C(=O)NC2CCCC2)c2cccs2)c1 (centres undefined) | -7% | -3 | -3% | 5%[59 µM] | -14% | 5% | -2% | 26% | -19%
COc1cc(/C=N/NS(=O)(=O)c2ccccc2)ccc1OS(=O)(=O)c1ccc(C)cc1 | 14% | 7 | -6% | ? | -15% | 4% | -5% | 26% | -15%

By substructure, the entries above containing a halogen (6)
smiles | GLS inh | PI4K2A inh | BAZ2B block | G9a inh | Pol eta inh | Pin1 inhibitor | Tb PGK inh | HP1b chromo inh | JMJD2A Tudor inh
COc1cc(C(C)=O)ccc1OCc1nnc(-c2ccccc2Br)o1 | -1% | -3 | -6% | 11% | -20% | -1% | 8% | 54%[activator] | -5%
Cc1cc(C(F)(F)F)c2c(C)nn(-c3ccccc3)c2n1 | -4% | 3 | · | · | -12% | -11% | i | 144%[activator] | 113%[activator]
Cc1cc(C)n(CC(=O)Nc2ccc(F)c(F)c2)c(=O)c1C#N | 11% | 0 | -8% | 17%[59 µM] | -10% | -2% | i | 15% | -10%
Cc1csc(=O)n1CCC(=O)N(C)Cc1c(F)cccc1Cl | -2% | 12 | · | · | -19% | -6% | 4% | 12% | -12%
O=[N+]([O-])c1cc(S(=O)(=O)NCCN2CCOCC2)ccc1Cl | 0% | 8 | 5% | 25% | -2% | -3% | i | -15% | -10%
Cc1cc(OC(=O)c2cc(F)c(F)cc2Cl)nc(C)n1 | 4% | -2 | 6% | · | -14% | -1% | 1% | 28% | -11%

Only part of the results is shown; the hit share may differ from the screen's.
